Assay outcomes from PubChem.
GAA glycogen mod: GAA glycogen-cleavage inhibition or activation; recombinant GAA, glycogen substrate, Amplex Red glucose oxidase fluorescence; 0.38% of 300,000 active; AID 2100; Potency, µM (series often up to 76.4 µM), without a hit: top-dose activity change, negative = inhibition, hits mostly inhibitors; active = well fitted inhibition curve with a large enough effect;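 note: 0% = full enzyme reaction and -100% = no-enzyme basal signal; the screen sought inhibitors and activators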
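qHTS, 1536-well; enzyme 4 nM final; cpd up to 77 uM; substrate bovine liver glycogen 30 ug; 50 mM citrate/phosphate pH 5.0, 0.01% Tween-20; 37 C, 40 min; Amplex Red detection 45 min RT; Hill fit → AC50.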
Numbers without * were called inactive; [ ] = remark or other dose. Potency is the fitted concentration of half-maximal effect.

GAA glycogen mod,mol
-10%,CCCCN(C)CCNC(=O)CCn1nc(-c2ccc(C)cc2)ccc1=O
-2%[76.3 µM],O=C(CCCCC(=O)NNC(=O)COc1ccccc1)NNC(=O)COc1ccccc1
13%,C/C(=N/NC(=O)c1nnn(-c2nonc2N)c1-c1ccccc1)c1ccc2c(c1)OCO2
-2%,COc1ccc(CN(C)Cc2c(O)ccc3ccccc23)cc1
-18%[76.3 µM],COc1ccc(OC)c(CCNC(=O)CC2(CC3=NS(=O)(=O)c4ccccc4N3)CCCC2)c1
3%,CC(=O)NC1C(=O)N(CCN2CCOCC2)c2ccc(Br)cc21 (centres undefined)
-1%[76.3 µM],CCN(c1ccc(NC(=O)c2cccc(S(=O)(=O)N3CCN(C)CC3)c2)cc1)C(C)C
2%[76.3 µM],COc1ccc2nc(-c3ccccn3)[nH]c2c1
2%[76.3 µM],Cc1ccc(NC(=O)C2C3C=CC(O3)C2C(=O)O)c(C)c1 (centres undefined)
1%,COc1ccc(CCC(=O)NC(C)c2ccccc2)cc1OC (centres undefined)
7%[76.3 µM],CC1=C(C(=O)OCc2ccccc2)C(c2ccc([N+](=O)[O-])cc2)NC(=O)N1CCCC(=O)O (centres undefined)
-12%[76.3 µM],COc1ccc(N(C(=O)c2ccncc2)S(=O)(=O)c2ccc(F)cc2)cc1
18%[76.3 µM],Cc1nc2cc(NS(=O)(=O)c3cccc4cccnc34)ccc2s1
-8%,Cc1ccc(NC(=O)CN2CCN(Cc3ccccc3)CC2)cc1F
-19%[76.3 µM],CCN1C(=O)/C(=C\c2ccc(-c3cccc(C(=O)OC)c3)o2)SC1=Nc1ccc(C(=O)O)cc1
-6%[76.3 µM],Cc1ccc(F)cc1NC(=O)c1sc2ncn(CC(=O)N3CCN(c4ccccn4)CC3)c(=O)c2c1C
-1%[76.3 µM],CC(C)N(CCNC(=O)c1ccc(NC2=NC3CS(=O)(=O)CC3S2)cc1)Cc1ccco1 (centres undefined)
-7%[76.3 µM],O=S(=O)(Nc1cccc2ccccc12)c1cccs1
-3%,CCOc1ccccc1N1CCN(C(=O)NCc2ccc(C)cc2)CC1
5%[76.3 µM],COc1cccc(/C=C2\SC(=S)N(CCCC(=O)Nc3cc(C)on3)C2=O)c1
1%[76.3 µM],CCOCc1nnc(NC(=O)c2c(-c3ccccc3)noc2C)s1
-1%[76.3 µM],COc1ccc(-n2nc3c(c2NC(=O)c2cc4ccccc4o2)CS(=O)(=O)C3)cc1
2%[76.3 µM],O=C(CSc1nnc(CNC(=O)c2c(F)cccc2Cl)o1)NC1CCCCC1
0%[76.3 µM],COc1ccccc1CNC(=S)NCc1ccc(Cl)cc1
-2%[76.3 µM],COCCc1nc2ccc(C(=O)N(C)Cc3cccc(-n4cccn4)c3)cc2o1

Reprinted from the part before: 3 entries, followed by the next part.
GAA glycogen mod,mol
2%[76.3 µM],O=C(CSc1nnc(CNC(=O)c2c(F)cccc2Cl)o1)NC1CCCCC1
0%[76.3 µM],COc1ccccc1CNC(=S)NCc1ccc(Cl)cc1
-2%[76.3 µM],COCCc1nc2ccc(C(=O)N(C)Cc3cccc(-n4cccn4)c3)cc2o1
6%,Cc1ccccc1-c1nc2ccc(Cl)cc2c(=O)n1O
-2%,O=C(CN1C(=O)COc2ccccc21)NCC1CCCO1 (centres undefined)
8%[76.3 µM],CC(=O)N1CCc2[nH]c3ccc(C)cc3c2C1
-11%[76.3 µM],COc1ccc(OCC(=O)Nc2c(Cl)ccc3nsnc23)cc1
5%[76.3 µM],COc1ccc(/C=C(/NC(=O)c2ccco2)C(=O)N2CCOCC2)cc1
-1%[76.3 µM],O=[N+]([O-])c1ccc(S(=O)(=O)N/N=C/c2ccsc2)cc1
2%,Cc1ccc2cc(C)c(SCC(=O)Nc3cc(C)on3)nc2c1
1%,O=C(O)Cn1c(=O)c2c(c3ccccc31)CCC2
-15%,COc1ccc(C(=O)CCN2CCC(C)CC2)cc1
4%,COc1ccc2nc(N3CCCC(C(=O)NCCc4ccc(OC)c(OC)c4)C3)sc2c1 (centres undefined)
-5%,COc1ccc(C2Nc3ccccc3C(=O)N2NS(=O)(=O)c2ccccc2)c(OC)c1 (centres undefined)
19%[76.3 µM],Cc1nc(Nc2ccc(Cl)cc2)c(C#N)c(=O)[nH]1
-5%,O=C(CSc1nncn1-c1cccnc1)Nc1ccccc1C(F)(F)F
-14%,S=c1[nH]nc(C2CCCCC2)n1/N=C/c1c(Cl)cccc1Cl
-2%[76.3 µM],Cc1cc(C)cc(C(=O)NC(CC(N)=O)c2ccc(NCCN3CCCC3)c([N+](=O)[O-])c2)c1 (centres undefined)
-13%[76.3 µM],O=C(Nc1ccnn1C1CCN(C2CCOCC2)CC1)c1cccc(F)c1
-13%[76.3 µM],O=C(NC12CC3CC(CC(C3)C1)C2)c1c(Cl)cccc1Cl
-1%,COC(=O)C1CN(C(=O)COc2ccc(C)c(C)c2)c2ccccc2O1 (centres undefined)
0%,COc1ccc(OC)c(NC(=O)CCn2ccnc2)c1
20%[76.3 µM],COc1ccc(NC(=O)C2CCCN2c2nn3c(=O)cc(C)nc3s2)cc1 (centres undefined)
-2%[76.3 µM],Cn1cc(C(=O)NS(=O)(=O)Nc2ccc(Br)cc2)c2ccccc21
-7%[76.3 µM],COc1ccccc1NC(=O)CSc1nccn1Cc1ccccc1
-11%[76.3 µM],COc1ccc(OC)c(S(=O)(=O)NCCCn2ccnc2)c1
-3%[76.3 µM],O=S(=O)(NCc1cccnc1)c1ccc(Cl)cc1
6%,CC(=O)Nc1ccc(Nc2nnc(-c3ccc(O)cc3)c3ccccc23)cc1

Taken from above.
COCCc1nc2ccc(C(=O)N(C)Cc3cccc(-n4cccn4)c3)cc2o1 | GAA glycogen mod = -2%[76.3 µM]
COc1ccc(OC)c(S(=O)(=O)NCCCn2ccnc2)c1 | GAA glycogen mod = -11%[76.3 µM]
COC(=O)C1CN(C(=O)COc2ccc(C)c(C)c2)c2ccccc2O1 (centres undefined) | GAA glycogen mod = -1%

Next entries:
GAA glycogen mod,mol
11%,O=C(CCc1ccccc1F)N1CCN(c2ccc(C(F)(F)F)cn2)CC1
5%,COc1cc(CNc2cccc3[nH]c(C(F)(F)F)nc23)cc(OC)c1
2%,Cc1ccccc1SCC(=O)N/N=C/c1ccc(F)cc1
0%[76.3 µM],Cc1ccc(Cl)cc1N1CCN(S(=O)(=O)c2ccc(-c3ccc(=O)[nH]n3)o2)CC1
-7%[76.3 µM],O=C(CCN1C(=O)/C(=C/c2ccccc2Cl)SC1=S)N1CCOCC1
-4%,CCCOc1ccc(C(=O)N/N=C/c2c[nH]c3ccc(Br)cc23)cc1
-4%,CCN(CC)C(=O)Cn1cnc2sc(C(=O)NCCCN3CCOCC3)c(C)c2c1=O
-4%[76.3 µM],CC(C)c1nc(CNC(=O)C2CCC(=O)N(CCc3cccc(F)c3)C2)cs1 (centres undefined)
-4%,Cc1ccc(C(=O)NCCNC(=O)COc2ccc(Cl)cc2)cn1
-17%[76.3 µM],CC(=O)N1CCOc2ccc(S(=O)(=O)N3CCC(C(=O)Nc4ccc(C)c(C)c4)CC3)cc21
16%[76.3 µM],O=C(O)c1cccc(NC(=O)c2cn(-c3ccccc3)nc2-c2cccc(Br)c2)c1
-5%[76.3 µM],CCCc1nn2c(=O)cc(COc3cccc(NC(=O)c4ccco4)c3)nc2s1
6%,CC1(C)Oc2ccc(C(=O)Nc3ccccc3)cc2N(CC#N)C1=O
1%[76.3 µM],CCc1ccccc1NC(=O)NC(C)c1ccc2c(c1)OCO2 (centres undefined)
-5%[76.3 µM],O=C(Nc1c2c(nn1-c1ccc(Cl)cc1)CS(=O)(=O)C2)C1CC1
-12%[76.3 µM],COc1ccc(CC(=O)NNC(=O)[C@@H]2CCCC[C@@H]2C(=O)O)cc1
11%,CCC(C)(C)NC(=O)CN(C(=O)CCC(=O)Nc1ccccn1)c1ccc2c(c1)OCO2
1%,Cc1cc(C)cc(NC(=O)Nc2ccc(S(=O)(=O)Nc3cc(C)on3)cc2)c1
4%[76.3 µM],O=C(O)c1cc2[nH]c3c(c2cc1Cl)CCCC3
-1%[76.3 µM],C=CCn1c(NCc2ccccc2O)nc2ccccc21
-2%[76.3 µM],CC(OC(=O)Cc1n[nH]c(=O)c2ccccc12)C(=O)Nc1ccccc1[N+](=O)[O-] (centres undefined)
3%,CCOCCCNC(=O)C1(O)c2cc(Br)ccc2NC(=O)N1c1cccc(OC)c1 (centres undefined)
-1%[76.3 µM],CN(CC1CCCO1)S(=O)(=O)c1ccc(C(=O)Nc2nnc(-c3ccccc3)o2)cc1 (centres undefined)
-21%,CNC(=O)N(O)C1N(/N=C/c2ccccc2OC)C(=S)SC1(C)C (centres undefined)
-1%[76.3 µM],COc1ccccc1CNC(=O)C1CCC(=O)N(CCCc2ccccc2)C1 (centres undefined)

4 entries picked at random from those above, as already listed:
GAA glycogen mod,mol
-7%[76.3 µM],O=C(CCN1C(=O)/C(=C/c2ccccc2Cl)SC1=S)N1CCOCC1
-4%,CCCOc1ccc(C(=O)N/N=C/c2c[nH]c3ccc(Br)cc23)cc1
-1%[76.3 µM],CN(CC1CCCO1)S(=O)(=O)c1ccc(C(=O)Nc2nnc(-c3ccccc3)o2)cc1 (centres undefined)
-21%,CNC(=O)N(O)C1N(/N=C/c2ccccc2OC)C(=S)SC1(C)C (centres undefined)

The main list resumes, repeating the 5 entries before the break.
GAA glycogen mod,mol
-2%[76.3 µM],CC(OC(=O)Cc1n[nH]c(=O)c2ccccc12)C(=O)Nc1ccccc1[N+](=O)[O-] (centres undefined)
3%,CCOCCCNC(=O)C1(O)c2cc(Br)ccc2NC(=O)N1c1cccc(OC)c1 (centres undefined)
-1%[76.3 µM],CN(CC1CCCO1)S(=O)(=O)c1ccc(C(=O)Nc2nnc(-c3ccccc3)o2)cc1 (centres undefined)
-21%,CNC(=O)N(O)C1N(/N=C/c2ccccc2OC)C(=S)SC1(C)C (centres undefined)
-1%[76.3 µM],COc1ccccc1CNC(=O)C1CCC(=O)N(CCCc2ccccc2)C1 (centres undefined)
8%,Cc1ccnc(NS(=O)(=O)c2ccc(NC(=O)Cc3ccc(Br)cc3)cc2)n1
-13%,CCOc1ccc(C2c3[nH]c4ccccc4c3C[C@H]3C(=O)N(C4CC4)CC(=O)N23)cc1OC (some centres undefined)
5%[76.3 µM],COc1cccc(N2CCN(C(=O)c3ccc(CS(=O)Cc4ccc(Cl)cc4)o3)CC2)c1 (centres undefined)
1%,COc1ccc(NC(=O)CC2(CC(=O)O)CCCC2)cc1
8%[76.3 µM],COCC1CCCN(C(=O)c2cc(COc3cncc(Cl)c3)on2)C1 (centres undefined)
-10%,COCCNC(=S)Nc1ccc2nc(N3CCN(C)CC3)cc(C)c2c1
8%[76.3 µM],COc1cccc(NC(=O)N2CCC(NC(=O)C(Cc3ccccc3OC)NC(C)=O)CC2)c1 (centres undefined)
-7%[76.3 µM],COc1cccc(NC(=O)C2CCN(C(=O)NC3CCCCC3)CC2)c1
1%,COc1ccc(NC(=O)c2cccc(S(=O)(=O)N3CCOCC3)c2)cc1
-1%,CC1CN(C(=O)COC(=O)c2cc(=O)c3ccccc3o2)CC(C)O1 (centres undefined)
-14%[76.3 µM],COc1ccc(CCN(C)C2CCCN(S(=O)(=O)c3ccc(C)cc3)C2)cc1OC (centres undefined)
-9%[76.3 µM],CCN(CC1CCCN(CCc2cccc(OC)c2)C1)C(=O)c1ccoc1 (centres undefined)
0%,CCCC(=NC(C)CC)C1=C(O)CC(c2ccccc2)CC1=O (centres undefined)
1%[76.3 µM],Cc1ccc2c(c1)CCCN2C(=O)CSc1ccccc1
-8%[76.3 µM],Cc1cc(C)cc(Oc2coc3cc(O)ccc3c2=O)c1
5%[76.3 µM],COc1ccc(CN2CCCC(CO)(Cc3ccc(F)cc3F)C2)cc1 (centres undefined)
-3%[76.3 µM],CSc1ccc(S(=O)(=O)NC2CC2)cc1
-7%[76.3 µM],O=S1(=O)N[C@H](c2ccccc2)C[C@H](c2ccc(C(F)(F)F)cc2)O1
3%,Cc1ccc2nc3c(cc(C(=O)NCC4CCCO4)c(=N)n3C3CCCC3)c(=O)n2c1 (centres undefined)
-2%,COc1ccc(S(=O)(=O)N(C)C)cc1NC(=O)CN1C(=O)NC2(CCCC2)C1=O
-6%,C=CCOc1ccc(-c2nc3c(c(=O)[nH]c(=O)n3CCC)n2CCCC)cc1
-1%[76.3 µM],O=C(O)C1CCN(C(=O)c2cccc3ccccc23)CC1
-2%[76.3 µM],CC(C)c1ccc(OCC(=O)NCc2ccccc2)cc1
-2%,Cc1ccc(CSc2nc(-c3ccccc3)c(C#N)c(=O)[nH]2)cc1
0%,CC(=O)c1ccc(-n2ccc(=O)cc2)cc1

Remaining list, next part:
GAA glycogen mod,mol
0%[76.3 µM],COc1cccc(CNC(=O)Cn2ccc3cc(S(=O)(=O)N4CCCCCC4)ccc32)c1
2%,O=C(NC1CC1)C1CC(=O)N(c2ccccc2)C1 (centres undefined)
0%[76.3 µM],COCCCN(Cc1ccco1)C(=O)Cn1ncc2c([nH]c3ccccc32)c1=O
11%[76.3 µM],O=C(Cn1c(=O)oc2cc(S(=O)(=O)N3CCCC3)ccc21)N1CCN(c2ccccc2F)CC1
3%[76.3 µM],COc1ccccc1C(=O)NNC(=O)c1ccc2ccccc2c1
-10%[76.3 µM],COc1ccc(C(=O)N=C2SC3CS(=O)(=O)CC3N2Cc2ccc(OC)c(OC)c2)cc1 (centres undefined)
-14%[76.3 µM],COc1ccccc1N(C)C(=O)c1cc(S(=O)(=O)N2CCc3ccccc32)cn1C
1%,COc1ccc(-c2ncncc2-c2ccc(OC)c(OC)c2)c(O)c1
-1%[76.3 µM],O=S(=O)(Cc1nnnn1-c1ccccc1)c1ccc(Cl)cc1

Some of the compounds tested, so the mix of outcomes need not match the whole.
